D3 antag = blocks the human D3 dopamine receptor; P35462; D3R cells, DiscoveRx beta-arrestin luminescence, antagonist mode; active compounds read low; max response, negative = inhibition, %; 360,000 tested, 2.5% active; in the data active = max response below about -50%; inconclusive = no clear call, values can overlap the other calls; note: % is set by controls: 0 for no effect and ±100 for the full control effect; mostly tested at two doses, the higher about 12 µM
Target sequence (P35462 whole entry, looked up): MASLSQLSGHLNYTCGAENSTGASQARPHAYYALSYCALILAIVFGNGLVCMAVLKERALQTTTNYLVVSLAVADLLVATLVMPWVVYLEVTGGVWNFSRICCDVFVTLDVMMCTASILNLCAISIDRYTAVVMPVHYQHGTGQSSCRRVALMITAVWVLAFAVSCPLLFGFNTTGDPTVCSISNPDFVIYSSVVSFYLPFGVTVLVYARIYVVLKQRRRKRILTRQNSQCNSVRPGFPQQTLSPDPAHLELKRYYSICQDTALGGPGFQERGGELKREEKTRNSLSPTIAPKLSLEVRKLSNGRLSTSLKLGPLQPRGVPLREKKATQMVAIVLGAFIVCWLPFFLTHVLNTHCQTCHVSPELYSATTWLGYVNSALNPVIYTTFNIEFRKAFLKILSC
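Cells plated overnight at 1500 cells/well, then exposed to library compounds with dopamine controls for 90 minutes at 37 degrees C. DiscoveRx reagent added for 30–60 minutes at room temperature; luminescence read, quantitative HTS format.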
EPAC2 antagonist = EPAC2 (human) antagonism. Potency, µM (titrated, usually from 114 µM), for the others: at the highest dose activity, negative = inhibition, actives largely listed as inhibitors. 360,000 tested, 0.18% active. Q8WZA2. EPAC2 GEF exchange of Rap1B-BODIPY-GDP, fluorescence; note: potency is the fitted concentration of half-maximal effect; % is set by controls: 0 for no effect and ±100 for the full control effect; nearly all actives have a fitted effect of over 45% in size; many of its hits are not listed in these tables
aSyn rescue = alpha-synuclein toxicity inhibition in yeast. Yeast expressing alpha-synuclein, growth rescue, BacTiter-Glo, 24 h. Potency, µM (doses to about 46.1 µM), for inactives: at the highest dose growth rescue (activation), hits mostly activators. 370,000 tested, 0.14% active; note: potency is the fitted concentration of half-maximal effect; % of control where 0% means no effect; nearly all actives have a fitted effect of over 65% in size
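Galactose-induced alpha-syn yeast (OD600=0.02, raffinose-pregrown) + pinned cpd, 24 hr, 30 deg C; growth by BacTiter-Glo luminescence. Growth restoration scores as activation.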
FUS suppressor = FUS proteinopathy suppression in yeast; S. cerevisiae FUS-expressing, growth rescue, OD600, 24 h; Potency, µM (titrated, usually from 76.6 µM), for the others: top-dose growth rescue (activation), actives largely listed as activators; 390,000 tested, 0.24% active; AID 1347120;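 note: potency is the fitted concentration of half-maximal effect; plate controls were DMSO vehicle for no effect and reference control for full effect; nearly all actives have a fitted effect of over 55% in size; some results filed as inactive show a strong effect at the top dose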
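FUS-expressing yeast, raffinose-pregrown, induced in 2% galactose minimal medium at OD 0.005; compounds in a dilution series, 24hr at 30C. Growth restoration read as absorbance at 600 nm. CP55940 positive control, DMSO negative.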
Abeta rescue = A-beta toxicity reversal in yeast | yeast expressing A-beta42, growth rescue, OD600, 48 h; response scale: 0% DMSO, 100% iron-clioquinol control | Potency, µM (doses to about 46.1 µM), for inactives: top-dose growth rescue, usual class: activators | 410,000 tested, 0.063% active | AID 1347071; note: potency is the fitted concentration of half-maximal effect; nearly all actives have a fitted effect of over 55% in size
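Yeast growth medium received pinned compounds, then yeast cells expressing toxic A-beta were added; plates incubated at 30 C for 48 hr. Growth read as absorbance at 600 nm, normalized to DMSO and equimolar FeCl3 plus clioquinol controls.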
EPAC2 ag = activates human EPAC2 exchange factor. EPAC2 activation, biochemical qHTS; response scale: 100% = 6.5 mM cAMP response. Potency, µM (doses to about 154 µM), without a hit: at the highest dose activation, usual class: activators. 360,000 tested, 0.079% active. AID 720711; note: potency is the fitted concentration of half-maximal effect; nearly all actives have a fitted effect of over 50% in size
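Guanine nucleotide exchange by EPAC2 is measured as reduced fluorescence of BODIPY-GDP once it is released from 250 nM Rap1B. Plates are read kinetically for 30 min at room temperature; results are scaled to 6.5 mM cAMP.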
TDP43 rescue = TDP-43 toxicity inhibition in yeast; TDP-43 expressing yeast growth rescue, BacTiter-Glo, 24 h; Potency, µM (titrated, usually from 46.1 µM), for the others: at the top dose growth rescue (activation), most hits filed as activators; 410,000 tested, 1.8% active; AID 652104; note: potency is the fitted concentration of half-maximal effect; % of control where 0% means no effect; nearly all actives have a fitted effect of over 50% in size
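Readout is BacTiter-Glo luminescence of cell growth, so inhibitors register as activators. TDP-43-expressing yeast at OD600=0.02 in galactose medium, after raffinose pregrowth to mid-log, were incubated with compound for 24 hr at 30 deg C.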
D3 ag = agonists of human D3 dopamine receptor | max activation, % | D3R DiscoveRx beta-arrestin cells, luminescence, 90 min | AID 652048 | 410,000 tested, 0.58% active | P35462; in the data active = max activation above about 30%; note: 0% is about no effect; mostly tested at two doses, the higher about 12 µM
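Cells at 1500/well, incubated overnight, then treated with pinned compounds (dopamine as control) for 90 min at 37 degrees C. DiscoveRx reagent added for 30 - 60 minutes at room temperature; luminescence read.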
An asterisk follows results filed as active; ? = inconclusive; . = not tested or not shown; [ ] = dose if it differs, or a comment. Unless noted, calls come from the whole dose curve; as a rule, active = well fitted curve in the direction sought with a large enough effect; inconclusive = small, poorly fitted or top-dose-only effect, or another doubt; inactive = no such curve, though single readings can be large; an effect the other way counts as inactive or inconclusive.

SMILES	D3 antag	EPAC2 antagonist	aSyn rescue	FUS suppressor	Abeta rescue	EPAC2 ag	TDP43 rescue	D3 ag
Cc1ccc(C)c(N2CCN(C(=O)C3CCN(S(=O)(=O)c4c(C)noc4C)CC3)CC2)c1	21	-5%	12%	34%	16%	7%	6%	11
Cc1cccc(CN2CCN(C(=O)c3ccccc3F)CC2)c1	-78*	10%	-10%	-2%	-8%	-4%	6%	0
C=CCNC(=S)N/N=C/c1ccccc1OCCOc1ccccc1	20	2%	4%	-18%	-19%	4%	-5%	7
Cc1c(C(=O)Nc2ccc(C(=O)Nc3ccccc3)cc2)cccc1[N+](=O)[O-]	-18	-4%	-2%	14%	2%	18%	-14%	2
C#CCOCCOCCOCCNc1nc(N2CCN(C(=O)[C@H](Cc3ccc(O)cc3)n3cc([C@@H](N)C(C)CC)nn3)CC2)nc(N2CCN(C(=O)[C@H](CCCCN)n3cc([C@@H](N)CO)nn3)CC2)n1 (stereo partly specified)	-4	3%	-17%	2%	2%	-1%	-15%	-31
CCc1nc2c(OCC(=O)c3ccc(Cl)cc3Cl)cccn2c1N(C)C(=O)COc1ccccc1	-18	-12%	0%	33%	-6%	16%	23%	3
Cc1cccc(N=C2NC(=O)/C(=C/c3cccn3C)S2)c1	-26	2%	-4%	24%	10%	1%	6%	-11
O=C1c2ccccc2C(=O)N1Cc1ccco1	-21	5%	2%	-2%	12%	-7%	11%	0
c1ccc(CC2CCN(c3nc4ccccc4n4cnnc34)CC2)cc1	63	-5%	13%	33%	-3%	13%	?	1
CCN(C(=O)CSc1ncn[nH]1)c1c(N)n(Cc2ccccc2)c(=O)[nH]c1=O	26	-3%	-13%	7%	6%	-5%	0%	0
COc1cccc(CN2CCN(Cc3cccc(Br)c3)CC2)c1OC	?	2%	1%	20%	-8%	11%	4%	-44
COC(=O)[C@@H](NC(=O)NCc1ccc(F)cc1)C(C)C	23	-4%	-2%	-13%	2%	6%	-5%	5
C=C1CCN([C@@H](C)C(=O)NCCCCCC)S(=O)(=O)c2ccccc21	-15	-5%	3%	11%	13%	8%	21%	-15
CCn1c([N+](=O)[O-])nc2c1c(=O)[nH]c(=O)n2C	-27	0%	28%	-1%	-1%	-2%	-3%	-3
O=S(=O)(c1ccc(Cl)cc1)N1CCN(C2CCN(Cc3ccccc3)CC2)CC1	-63*	1%	12%	1%	18%	4%	7%	-12
COc1ccc(S(=O)(=O)N2CCC(C(=O)N[C@H](C(=O)N3CCCC3)C(C)C)CC2)cc1	21	6%	9%	-8%	10%	-1%	1%	2
Cc1oc2cc(O)ccc2c(=O)c1Oc1ccccc1	0	7%	-12%	6%	-3%	9%	-11%	-5
Cc1c(NC(=O)CN2C(=O)C(=O)N(Cc3ccccc3)C2=O)c(=O)n(-c2ccccc2)n1C	-15	-5%	-3%	-8%	5%	-2%	4%	-3
C/C(=N\NC(=O)c1cccc(C)c1)c1cccc(NC(=O)c2ccco2)c1	20	12%	0%	16%	-17%	9%	-6%	-18
Cc1cnn(C(=O)Cn2nc(C(F)F)c(Br)c2C)c1	-11	-1%	-1%	-17%	-10%	9%	-20%	-10
Cc1ccc(N/N=C(\C#N)C(=N)N2CCOCC2)cc1	-20	-8%	-9%	7%	21%	5%	-17%[9.22 µM]	-5
CC(C)(CC(=O)O)CC(=O)Nc1ccccc1Oc1ccccc1	-4	13%	-3%	25%	2%	-5%	-16%	-9
C=C(C)COc1ccc(-c2ncncc2-c2ccc(Br)cc2)c(O)c1	5	-6%	-11%	45%	-4%	17%	8%	8
CCCNC(=O)c1ccc2c(=O)c(O)c(-c3ccsc3)[nH]c2c1	?	10%	-17%	-12%	-30%	89µM*	-3%	4
CCC(=O)N1CCc2cc(CNC(=O)Nc3cc(OC)c(OC)c(OC)c3)ccc21	.	.	.	5%	-6%	.	3%	-3
Going on with the list:
SMILES	D3 antag	EPAC2 antagonist	aSyn rescue	FUS suppressor	Abeta rescue	EPAC2 ag	TDP43 rescue	D3 ag
O=C(COC(=O)c1cc(-c2cccs2)nc2ccccc12)c1ccccc1	.	.	.	-9%	-4%	.	9%	5
CC(C)CCNC(=O)c1ccc(NC(=O)N2CCCCc3ccccc32)cc1	.	.	.	-23%	-13%	.	19%	2
Nc1nc2c(ncn2C2CCCC2)c(=O)[nH]1	1	1%	1%	-9%	-2%	4%	-1%	-1
COc1ccc(CCn2cnc(=O)c(C#N)c2C)cc1OC	-5	5%	-2%	7%	-4%	5%	-22%	22
COc1cc(/C=N/n2c(C3CCCCC3)n[nH]c2=S)cc(OC)c1O	?	-4%	-4%	24%	8%	15%	-15%	-12
COC(=O)c1cc(S(=O)(=O)NCC(C)c2ccccc2)c[nH]1 (stereo unspecified)	4	-6%	-7%	-14%	0%	-5%	11%	-7
COCCNc1nc(NCc2ccc(C(C)C)cc2)c2sccc2n1	62	-19%	-12%	6%	-16%	11%	4%	5
CN1CCN(S(=O)(=O)c2cccc(S(=O)(=O)c3ccc(Cl)cc3)c2)CC1	-20	-5%	1%	27%	-14%	9%	-20%	2
CCCCn1c(N)c(N(CCOC)C(=O)CCCc2cccs2)c(=O)[nH]c1=O	13	-3%	0%	17%	23%	1%	-3%	6
Cc1cc(S(=O)(=O)NCc2ccccn2)c(Cl)cc1Cl	-2	1%	-8%	11%	18%	0%	26%	4
O=C(N/N=C/c1cccn1-c1ccc([N+](=O)[O-])cc1)C(O)c1ccccc1 (stereo unspecified)	17	-4%	-1%	15%	16%	8%	-8%	-2
COC(=O)c1ccc(CNC(=O)CN(CCC(C)C)S(=O)(=O)c2ccc3c(c2)OCCO3)cc1	40	0%	10%	.	-8%	4%	-12%	-9
CCC1(c2ccc(F)cc2)NC(=O)N(CC(=O)N2CCN(S(=O)(=O)c3ccc(Cl)cc3)CC2)C1=O (stereo unspecified)	-10	-18%	-1%	24%	5%	4%	12%	-17
CC(C)c1ccc(/C=C/C(=O)NNC(=O)c2cccnc2)cc1	-9	-7%	0%	59%	11%	-5%	-4%	-12
CNS(=O)(=O)c1cn(CC(=O)Nc2ccc(C)c(N(C)C)c2)cc1S(=O)(=O)NC	.	.	.	-2%	-13%	.	-6%	-7
CCCn1nnnc1-c1cccc(Cl)c1	11	8%	1%	0%	-1%	10%	-7%	6
COc1ccc(CNC(=O)Cn2nnc(-c3ccccc3F)n2)cc1	.	.	.	-9%	7%	.	17%	4
CC(C)(C)OC(=O)N1CCC(c2c(C(=O)NCc3ccco3)cnn2-c2ccc(F)cc2)CC1	.	.	.	?	3%	.	8%	2
CC(=O)c1c(C(C)=O)c(C)n(Cc2ccc(Cl)cc2)c1C	13	9%	1%	15%	9%	-8%	20%	2
Cc1cccc(CNc2ncnc3ccc(-c4ccccc4Cl)cc23)c1	.	28%	.	25%	-15%	16%	.	.
COc1ccc(CCNC(=O)COc2ccc(N(C)S(=O)(=O)c3ccc(C)cc3)cc2)cc1OC	6	-18%	-1%	31%	-4%	8%	7%	0
CSc1nsc(SCC(=O)Nc2ccccc2F)n1	-5	-6%	4%	-8%	-7%	12%	15%	1
CCc1nnc(NC(=O)c2cc(S(=O)(=O)N3CCCCC3)ccc2C)s1	-3	-2%	1%	24%	-5%	4%	17%	-4
CC(C)(C)S(=O)N1Cc2cc(C(=O)Nc3ccc(-c4ccccc4)cc3)nc(-c3cccc(-c4cc5ccccc5o4)c3)c2[C@@H]1CCO (stereo partly specified)	79	9%	-43%[inhibitor]	?	-63%[inhibitor]	-11%	?	9
COC(=O)c1c(C)[nH]c(C(=O)OC(C)C(=O)NC2CCCCC2C)c1C (stereo unspecified)	-16	21%	-12%	-8%	-2%	-7%	16%	2
CC(C)n1nccc1NC(=O)Nc1ccccc1	-1	15%	-2%	-2%	-6%	10%	-20%	3
c1ccc(-c2cnnn2-c2ccccc2)cc1	1	4%	20%	10%	-8%	4%	0%	1
Nc1ncnc2c1ncn2C1C=C(CO)C(O)C1O (stereo unspecified)	-7	1%	-1%	.	7%	-2%	17%	-5

Exported field by field: part of the list above
smiles: CC(=O)c1c(C(C)=O)c(C)n(Cc2ccc(Cl)cc2)c1C
  D3 antag = 13 | EPAC2 antagonist = 9% | aSyn rescue = 1% | FUS suppressor = 15% | Abeta rescue = 9% | EPAC2 ag = -8% | TDP43 rescue = 20% | D3 ag = 2

smiles: Cc1cccc(CNc2ncnc3ccc(-c4ccccc4Cl)cc23)c1
  D3 antag = . | EPAC2 antagonist = 28% | aSyn rescue = . | FUS suppressor = 25% | Abeta rescue = -15% | EPAC2 ag = 16% | TDP43 rescue = . | D3 ag = .

Structures above with an NH in an aromatic ring, in the order listed:
SMILES	D3 antag	EPAC2 antagonist	aSyn rescue	FUS suppressor	Abeta rescue	EPAC2 ag	TDP43 rescue	D3 ag
CCN(C(=O)CSc1ncn[nH]1)c1c(N)n(Cc2ccccc2)c(=O)[nH]c1=O	26	-3%	-13%	7%	6%	-5%	0%	0
CCn1c([N+](=O)[O-])nc2c1c(=O)[nH]c(=O)n2C	-27	0%	28%	-1%	-1%	-2%	-3%	-3
CCCNC(=O)c1ccc2c(=O)c(O)c(-c3ccsc3)[nH]c2c1	?	10%	-17%	-12%	-30%	89µM*	-3%	4
Nc1nc2c(ncn2C2CCCC2)c(=O)[nH]1	1	1%	1%	-9%	-2%	4%	-1%	-1
COc1cc(/C=N/n2c(C3CCCCC3)n[nH]c2=S)cc(OC)c1O	?	-4%	-4%	24%	8%	15%	-15%	-12
COC(=O)c1cc(S(=O)(=O)NCC(C)c2ccccc2)c[nH]1 (stereo unspecified)	4	-6%	-7%	-14%	0%	-5%	11%	-7
CCCCn1c(N)c(N(CCOC)C(=O)CCCc2cccs2)c(=O)[nH]c1=O	13	-3%	0%	17%	23%	1%	-3%	6
COC(=O)c1c(C)[nH]c(C(=O)OC(C)C(=O)NC2CCCCC2C)c1C (stereo unspecified)	-16	21%	-12%	-8%	-2%	-7%	16%	2

High-throughput results (PubChem BioAssay)

Only part of the results is shown, so the mix of outcomes need not match the whole.
